hcGAS lum: Primary biochemical luminescence assay for human cyclic GMP-AMP synthase inhibitors; Q8N884; recombinant h-cGAS, ATP depletion, Kinase-Glo luminescence; inhibition, % at 12.5 µM; 290,000 tested, 0.081% active;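 note: 0% = vehicle reaction and 100% = reaction without DNA for no activity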
Target sequence (Q8N884 whole entry, looked up): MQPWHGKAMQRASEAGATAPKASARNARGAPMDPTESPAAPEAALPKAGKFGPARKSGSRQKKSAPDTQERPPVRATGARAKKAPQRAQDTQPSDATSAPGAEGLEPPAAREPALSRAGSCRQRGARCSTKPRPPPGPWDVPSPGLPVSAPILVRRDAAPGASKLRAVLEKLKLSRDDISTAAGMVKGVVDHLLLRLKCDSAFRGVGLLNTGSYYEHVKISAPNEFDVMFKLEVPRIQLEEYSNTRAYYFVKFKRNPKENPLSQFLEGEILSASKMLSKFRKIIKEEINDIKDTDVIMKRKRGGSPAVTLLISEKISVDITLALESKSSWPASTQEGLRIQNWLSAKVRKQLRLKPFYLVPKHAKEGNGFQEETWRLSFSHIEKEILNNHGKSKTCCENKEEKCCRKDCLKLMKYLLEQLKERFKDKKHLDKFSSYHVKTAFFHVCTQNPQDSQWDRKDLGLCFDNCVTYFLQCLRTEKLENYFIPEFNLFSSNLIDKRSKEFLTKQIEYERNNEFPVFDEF
mcGAS lum: cyclic GMP-AMP synthase inhibitors, mouse, primary biochemical chemiluminescence; recombinant cGAS, Kinase-Glo ATP depletion luminescence; inhibition, % at 12.5 µM; 160,000 tested, 0.15% active; AID 1259399, 2018;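 note: 0% = negative control wells and 100% = reference inhibitor with no enzyme activity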
NPYLR7 ag: agonists of mosquito NPYLR7 receptor, primary screen, cell-based, Aedes aegypti, calcium fluorescence, mosquito biting behavior | Aedes aegypti neuropeptide Y-like receptor 7 (NPYLR7) | HEK293T NPYLR7/Galpha15, GCaMP6s calcium fluorescence | activation, % at 10 µM | 270,000 tested, 0.15% active; in the data active = activation above about 40%;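 note: 0% = vehicle and 100% = reference agonist at the receptor; some compounds past the cut are filed as inactive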
Starred values were filed as active, the others as inactive; · = not tested or not shown; & = joins results of further samples. Cut-off read from the data, not from the text of the source, unless noted: active = inhibition above about 40%; inactive = the rest. Rows are unselected; about 0.29% have a hit in one of these screens.

Second line of a record: hcGAS lum	mcGAS lum	NPYLR7 ag
1) O=C1CC(C(=O)N2CC(=O)N(C3CCCCC3)CC(OCc3cccnc3)C2)c2ccccc21 (stereo not given)
    2.0	-2.0	6.2
2) CCCc1cc(CNC(=O)CN(c2cccc(C)c2)S(C)(=O)=O)on1
    -1.6	·	16.8
3) CCC(C)N(CC(=O)N(Cc1cccn1Cc1ccccc1)C1CCCCC1)C(=O)c1cccc(F)c1 (stereo not given)
    -3.7	-5.9	-0.6
4) C=CCc1cccc2cc(C(=O)Nc3ccccc3C(=O)O)c(=O)oc12
    0.3	-0.6	-9.2
5) Cc1nc(NC(=O)Nc2sc(=S)n(C)c2C)sc1C(=O)Nc1ccccc1
    -7.2	·	0.3
6) COc1cccc(Cc2nsc(Oc3ccc(CC(=O)N4CCN(c5cccc(Cl)c5)CC4)cc3)n2)c1
    -6.9	-4.9	-11.8
7) O=C(Nc1nc(CCC(=O)N2CCN(c3ncccn3)CC2)cs1)c1ccc[nH]c1=O
    -3.5	-1.3	-9.5
8) CCOc1ccc(CC(=O)N2CCC(n3cnc4ccccc43)CC2)cc1
    -2.1	-0.7	26.5
9) Cc1ccc(-n2ccnc(SCc3cccc(C)c3)c2=O)cc1
    -4.1	-8.1	10.1
10) COc1ccc(N(CCN2C(=O)c3cccc4c(Br)ccc(c34)C2=O)C(=O)c2cc(C)cc(C)c2)cc1
    -3.2	-3.9	-4.8
11) CC(=O)NCCC1=CCCN(Cc2ccc(C(F)(F)F)nc2)C1
    -4.6	-11.0	6.0
12) C/C=C/C(=O)Nc1ccccc1-c1c(Cl)cccc1OC
    -7.3	·	6.2
13) c1csc(-c2noc(CSc3ccc4ccccc4n3)n2)c1
    -4.9	·	0.5
14) CO[C@H]1CN(Cc2cc3ccccc3o2)[C@@H]2CC[C@@H](OC)[C@@H]1C2
    -6.7	-8.9	21.9
15) Cc1cc(C#N)ccc1S(=O)(=O)Nc1ccc(-c2ncn[nH]2)cc1
    -5.6	·	5.9
16) COCCN(CC(=O)Nc1cc(C(C)(C)C)nn1-c1ccc(C)cc1C)C(=O)c1cc(OC)cc(OC)c1
    -4.0	-3.6	-1.2
17) CC(C)CN1CC(C(=O)NCCc2n[nH]c3c2CCCC3)CC1=O (stereo not given)
    -0.1	·	-7.2
18) NS(=O)(=O)c1ccc(N2CCC(OCc3ccccc3)CC2)nc1
    -9.0	-9.2	1.5
19) OCc1ccccc1-c1cccc(CN2CCCC2)c1
    -3.4	-16.3	10.0
20) COC(=O)Cn1c(=NC(=O)c2ccn(C)n2)sc2cc(C)ccc21
    12.0	4.8	1.3

Complete entries, looked up by structure. Order of values: hcGAS lum	mcGAS lum	NPYLR7 ag
COc1cccc(Cc2nsc(Oc3ccc(CC(=O)N4CCN(c5cccc(Cl)c5)CC4)cc3)n2)c1 across the screens: -6.9	-4.9	-11.8
COC(=O)Cn1c(=NC(=O)c2ccn(C)n2)sc2cc(C)ccc21 across the screens: 12.0	4.8	1.3

Following part
Second line of a record: hcGAS lum	mcGAS lum	NPYLR7 ag
21) CCc1sc2[nH]c(=S)n(Cc3ccc(C)cc3)c(=O)c2c1C
    -5.3	·	1.7
22) Cc1nn(-c2cccc(Cl)c2)c(C)c1C(=O)N1CCCC1
    -6.5	-5.7	7.0
23) C=CCN1C(=O)/C(=C\c2cccc(OC)c2OC)SC1=S
    -0.8	-0.3	-5.4
24) CCn1cc(C(=O)Nc2nnc(C)s2)c2nn(-c3ccccc3)c(=O)c-2c1
    -3.9	-8.5	7.0
25) CNC(=O)C(C)N(C)Cc1cccc(C(=O)OC)c1 (stereo not given)
    -6.4	·	0.9
26) CN(C)S(=O)(=O)c1cccc(NC(=O)C=Cc2ccc3c(c2)CCO3)c1
    5.0	1.4	-18.4
27) CCOc1ccc2nc(N3CCCN(Cc4cccn4-c4cccnc4)CC3)nc(C)c2c1
    -3.5	-9.8	11.6
28) CC1CCN(CCCNC(=O)C2CCCN2C(=O)Cc2cccs2)CC1 (stereo not given)
    3.3	·	-0.2
29) CSc1nnc2c(n1)OC(c1ccncc1)Nc1ccccc1-2 (stereo not given)
    -6.6	-4.8	-2.9
30) O=C1CCc2cc(OCCCC(=O)N3CC(=O)Nc4cccnc43)ccc2N1
    -15.6	·	-1.7
31) Cc1c(C)n2c3c(=O)n(CCC(C)C)c(=O)n(C)c3nc2n1Cc1ccco1
    -4.0	·	2.8
32) CN1CC2(CCN(C(=O)c3ccc(-n4cccn4)cc3Cl)C2)OC1=O (stereo not given)
    -3.5	·	9.0
33) O=C1NC(c2ccc(Br)cc2)=C(c2ccccc2)C1=O
    -3.8	·	12.0
34) CC(CC(=O)NCCc1ccco1)S(=O)(=O)c1ccc(F)cc1 (stereo not given)
    -11.6	-15.0	-6.3
35) COc1ccc(C2(CNC(=O)c3ccc(Cl)cc3Cl)CCOCC2)cc1OC
    -3.7	-4.4	-1.3
36) CCn1c(CCNC(=O)N2CCCCCCC2)nc2ccccc21
    -3.9	·	4.8
37) CN1CCN(C(c2ccc(Cl)cc2)c2cc(Cl)c3cccnc3c2O)CC1 (stereo not given)
    -0.5	·	0.7
38) O=c1oc2c3c4c(cc2cc1-c1nnc(Nc2ccccc2)s1)CCCN4CCC3
    -4.5	·	1.9
39) O=C(C1CCCC1)N(Cc1ccccc1Cl)CC1CC(c2ccccc2Cl)=NO1 (stereo not given)
    0.2	-5.0	16.5
40) O=C(OCCOCCO)c1ccc(O)c(Br)c1
    -4.4	·	7.0
41) Cc1ccc(-c2noc(CCC(=O)NCc3nnc4n3CCC4)n2)cc1
    -7.6	·	4.0
42) Cc1nn(-c2ccccc2)c(N)c1N=Nc1ccccc1OC(F)F
    -16.0	·	11.2
43) CN(CCCn1cccn1)[C@@H]1c2ccccc2C2(CCNCC2)[C@H]1O
    -7.1	-10.6	6.1
44) Cc1cc(-c2nnc(NC(=O)c3ccc(-c4ccccc4)cc3)o2)nn1C
    -1.0	-5.4	-7.1
45) CCCCCCCCCC(=O)Nc1ccc(N2CCCC2)c(C(=O)NCC(C)C)c1
    0.4	-9.7	6.3
46) O=C1Sc2ccc(S(=O)(=O)N3CCOCC3)c3cccc1c23
    -12.6	·	-1.2
47) S=c1n(CN2CCOCC2)nc(C2CC2)n1Cc1ccccc1
    -6.5	·	-3.2
48) O=C(Oc1ccc(Br)cc1)c1ccc(Cl)cc1[N+](=O)[O-]
    -5.7	-5.4	-6.5
49) Cc1ccc(C(N)=NOC(=O)CCc2ccccc2)cc1
    -7.3	·	5.6
50) CCOCCn1c(N2CCN(Cc3cc(C)ccc3C)CC2)nc2c1c(=O)[nH]c(=O)n2C
    -5.5	·	-10.5
51) COCc1cc(C)nc(N/N=C/c2ccc(C(C)C)cc2)c1C#N
    3.0	0.6	-22.4
52) Cc1cc(C(=O)Nc2ccc(C)c(C)c2)n2nc(C(C)(C)C)cc2n1
    0.3	0.0	-0.3
53) CCc1sc2[nH]c(=S)n(-c3cccc(OC)c3)c(=O)c2c1C
    2.9	·	21.2
54) N#Cc1cc(S(N)(=O)=O)ccc1NC1CCN(CC(F)(F)F)C1 (stereo not given)
    -0.9	·	13.1
55) Cc1ccc(N(CN2C(=O)c3ccc([N+](=O)[O-])cc3C2=O)C(=O)c2ccco2)cc1
    1.4	-2.1	16.9
56) Cn1ccnc1CN1CCOC(Cc2cccc(C(F)(F)F)c2)C1 (stereo not given)
    -4.4	·	2.6
57) Cn1nnc2c(N3CCN(C(=O)COc4ccccc4)CC3)ncnc21
    -6.0	·	-0.1
58) O=S1(=O)CC2C(C1)N(c1cccc(C(F)(F)F)c1)C(=S)N2c1ccccc1 (stereo not given)
    -1.1	·	2.8
59) NC(=O)c1cccc(CC2CCN(C(=O)CCn3ccccc3=O)C2)c1 (stereo not given)
    2.1	·	-3.4
60) CC(C)c1ccc(NC(=O)c2ccc(-n3nc(-c4cccc(C(F)(F)F)c4)cc3N)cc2)cc1
    -4.1	-3.4	-15.7
61) COc1ccc(NS(=O)(=O)c2ccc(F)c(F)c2F)cc1S(N)(=O)=O
    -3.1	·	-7.2
62) Cc1nn(S(=O)(=O)c2ccc(Cl)c(Cl)c2)c(C)c1S(=O)(=O)N1CCCCCC1
    -8.1	·	3.4
63) Cc1[nH]nc2c1C1(CCCCC1)C(C#N)C(=N)O2 (stereo not given)
    -12.4	·	9.2
64) O=C(CNc1cc(F)ccc1-n1cccn1)NCc1ccco1
    -0.8	-6.7	-6.9
65) CC(=O)N1CCN(C[C@H]2CC[C@@H](Cc3ccc4occc4c3)O2)CC1
    0.8	·	1.6
66) O=C(Nc1cnc2n1CCCC2)c1ccccc1-c1ncc[nH]1
    1.7	·	5.6
67) COC(=O)C(O)(c1ccc(NC(=O)c2c(F)c(F)c(F)c(F)c2F)c(C)c1)C(F)(F)F (stereo not given)
    -9.7	·	3.5
68) COc1ccc(C=C2C(=O)NC(=S)N(c3cc(C)cc(C)c3)C2=O)cc1C
    -4.9	-3.1	6.7
69) O=C1CN(c2c(F)cccc2F)C(=O)CN1c1c(F)cccc1F
    -8.1	-8.9	13.8
70) Cn1ccsc1=NC(=O)C=Cc1ccc2c(c1)OCO2
    -12.4	-8.4	1.9
71) CC(O)(c1ccc(F)c(F)c1)c1nc(-c2cnc3ccccc3c2)cs1 (stereo not given)
    -14.6	·	7.2
72) Fc1ccccc1-c1noc2nc(Oc3cccc(N4CCOCC4)c3)ccc12
    -8.5	-7.8	-0.9
73) O=C(NCc1cccnc1)c1ccc2sc([C@@H]3O[C@H](CO)[C@H](O)[C@H](O)[C@H]3O)nc2c1
    -8.6	-7.8	-6.1
74) CCc1ccccc1C1c2cccn2CCCN1Cc1cc(C)ccc1O (stereo not given)
    -8.4	-5.9	1.8
75) Cc1cc2c(cc1C)[n+](C)cn2CC(O)COc1ccc(C(C)C)cc1 (stereo not given)
    -7.7	·	4.7
76) Cc1ccc(F)c(CC(=O)N2CCOC(COCc3ccc(F)cc3Cl)C2)c1F (stereo not given)
    -7.4	·	23.2
77) O=C(c1c(F)cccc1F)N1CCOC(c2ccc(Cl)cc2)C1 (stereo not given)
    1.7	4.7	-7.0
78) CC(C)CNc1ccc2c(n1)C(=O)N([C@H](C)C(=O)NCc1ccccc1)C2
    -4.0	·	3.9
79) N#CCCN(C(=O)COC(=O)c1cc(Cl)ccc1O)c1ccccc1
    -2.0	-9.6	-2.2
80) CCOc1ccc(C(=O)Nc2c(C)nn(C)c2C)cc1OC
    -5.8	·	0.6

Some of the entries so far, with bars between the fields:
No. | molecule | hcGAS lum | mcGAS lum | NPYLR7 ag
62 | Cc1nn(S(=O)(=O)c2ccc(Cl)c(Cl)c2)c(C)c1S(=O)(=O)N1CCCCCC1 | -8.1 | · | 3.4
78 | CC(C)CNc1ccc2c(n1)C(=O)N([C@H](C)C(=O)NCc1ccccc1)C2 | -4.0 | · | 3.9
76 | Cc1ccc(F)c(CC(=O)N2CCOC(COCc3ccc(F)cc3Cl)C2)c1F (stereo not given) | -7.4 | · | 23.2

Reformatted in markdown: part of the list above
| nr | structure | hcGAS lum | mcGAS lum | NPYLR7 ag |
| --- | --- | --- | --- | --- |
| 54 | N#Cc1cc(S(N)(=O)=O)ccc1NC1CCN(CC(F)(F)F)C1 (stereo not given) | -0.9 | · | 13.1 |
| 55 | Cc1ccc(N(CN2C(=O)c3ccc([N+](=O)[O-])cc3C2=O)C(=O)c2ccco2)cc1 | 1.4 | -2.1 | 16.9 |
| 56 | Cn1ccnc1CN1CCOC(Cc2cccc(C(F)(F)F)c2)C1 (stereo not given) | -4.4 | · | 2.6 |

Part of the list above in order of number of heavy atoms, low to high:
Second line of a record: hcGAS lum	mcGAS lum	NPYLR7 ag
70) Cn1ccsc1=NC(=O)C=Cc1ccc2c(c1)OCO2
    -12.4	-8.4	1.9
61) COc1ccc(NS(=O)(=O)c2ccc(F)c(F)c2F)cc1S(N)(=O)=O
    -3.1	·	-7.2
75) Cc1cc2c(cc1C)[n+](C)cn2CC(O)COc1ccc(C(C)C)cc1 (stereo not given)
    -7.7	·	4.7
76) Cc1ccc(F)c(CC(=O)N2CCOC(COCc3ccc(F)cc3Cl)C2)c1F (stereo not given)
    -7.4	·	23.2

Next compounds follow.
Second line of a record: hcGAS lum	mcGAS lum	NPYLR7 ag
81) Cc1cccc(-c2nc3scc(CCNC(=O)c4ccccc4)n3n2)c1
    4.9	-6.0	5.2
82) COc1ccc(NC2CCCN(C(=O)CN3CCOC3=O)C2)cc1 (stereo not given)
    0.6	·	17.2
83) CSc1ncc(CNC2CC(=O)N(CC(C)(C)C)C2)cn1 (stereo not given)
    1.9	·	-19.0
84) COc1cccc(-c2cccc(NC(=O)C3CCN(C4Cc5ccccc5C4)CC3)c2)c1
    -5.9&-3.3	·	10.8&7.2
85) NC1=NC2(CCCCC2)N(c2ccc(Cl)cc2)C(N)=N1
    -6.8	·	-1.1
86) COc1ccc(C(N)P(=O)(O)O)cc1OC (stereo not given)
    -3.2	·	-5.5
87) COc1ccc2nc(-c3ccc(F)c(NC(=O)Nc4ccccc4C)c3)cn2n1
    -7.4	-9.3	-2.6
88) NC(=O)[C@@H]1CN(C(=O)OCc2ccccc2)[C@H]2c3ccccc3O[C@@H]12
    8.3	-1.4	-0.4
89) COC(=O)c1ccc(COC(CN2CCN(C(=O)NC3C[C@H]3c3ccccc3)CC2)c2cccc(OC)c2)cc1 (stereo not given in full)
    -5.4	-6.8	·
